# EP2 mod = modulates human prostaglandin E2 receptor EP2 signaling | P43116 | EP2-expressing cells, cAMP HTRF FRET, PGE2 co-stimulation | induction, % at 25 µM | hit rate 0.83% among 260,000;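 active = compounds whose cAMP rise, as percent of the full-agonist control response, exceeds 60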;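 note: rat C6 glioma line stably carrying human EP2 under a CMV promoter; the protocol text gives 20 µM as final concentration; 100% = response of wells given 1 µM PGE2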
# EP2 antag = EP2 receptor (human) inhibition; inhibition, % at 25 µM; P43116; hit rate 0.52% among 260,000; C6 glioma cells expressing human EP2, cAMP TR-FRET; cells stimulated with saturating PGE2;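 active = percent inhibition above 40 after rounding to a whole number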;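 note: rat C6 glioma host cells with rolipram phosphodiesterase inhibitor present; the protocol text gives 20 µM as final concentration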
# Runt-SMMHC FRET = Runt domain-CBFb-SMMHC interaction inhibition | Q01196+Q13951 | inhibition, % at 20 µM | Cerulean-Runt/Venus-CBFb-SMMHC FRET ratio 530/480, 1 h | hit rate 0.74% among 220,000 | AID 1434;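 active = mean inhibition across duplicate retests at 20 µM reaching about 50%, limit read from the data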;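 note: 0% = DMSO wells and 100% = wells with excess untagged CBFb-SMMHC; inhibitors lower the FRET ratio by blocking Runt binding to CBFb-SMMHC; some results filed as inactive read as strong as hits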
# L929 necroptosis = L929 zVAD cell death inhibition; L929 zVAD necroptosis rescue, ATP luminescence, 24 h; with zVAD 60 µM; viability rescue, % at 10 µM; hit rate 0.38% among 220,000; AID 1377;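 active = activation, scaled between plate controls, above about 75%, limit read from the data; inactive = activation under that limit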;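 note: 0% = zVAD with DMSO and 100% = DMSO alone without zVAD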
# PERK inh = inhibitors of human PERK kinase; Q9NZJ5; CHO PERK-DD fusion, SEAP luminescence translation reporter; inhibition, % at 5.6 µM; hit rate 0.17% among 220,000;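 active = inhibition above the mean inhibition of all tested compounds plus 3 SD, set separately per screening campaign, cut at about 2.9% in these data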;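 note: PERK kinase domain activated by AP20187 dimerizer at 100 nM; 0% = DMSO with dimerizer and 100% = rapamycin at 8.4 µM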
# Target sequence (Q9NZJ5 whole entry, looked up, the tested form may be a part): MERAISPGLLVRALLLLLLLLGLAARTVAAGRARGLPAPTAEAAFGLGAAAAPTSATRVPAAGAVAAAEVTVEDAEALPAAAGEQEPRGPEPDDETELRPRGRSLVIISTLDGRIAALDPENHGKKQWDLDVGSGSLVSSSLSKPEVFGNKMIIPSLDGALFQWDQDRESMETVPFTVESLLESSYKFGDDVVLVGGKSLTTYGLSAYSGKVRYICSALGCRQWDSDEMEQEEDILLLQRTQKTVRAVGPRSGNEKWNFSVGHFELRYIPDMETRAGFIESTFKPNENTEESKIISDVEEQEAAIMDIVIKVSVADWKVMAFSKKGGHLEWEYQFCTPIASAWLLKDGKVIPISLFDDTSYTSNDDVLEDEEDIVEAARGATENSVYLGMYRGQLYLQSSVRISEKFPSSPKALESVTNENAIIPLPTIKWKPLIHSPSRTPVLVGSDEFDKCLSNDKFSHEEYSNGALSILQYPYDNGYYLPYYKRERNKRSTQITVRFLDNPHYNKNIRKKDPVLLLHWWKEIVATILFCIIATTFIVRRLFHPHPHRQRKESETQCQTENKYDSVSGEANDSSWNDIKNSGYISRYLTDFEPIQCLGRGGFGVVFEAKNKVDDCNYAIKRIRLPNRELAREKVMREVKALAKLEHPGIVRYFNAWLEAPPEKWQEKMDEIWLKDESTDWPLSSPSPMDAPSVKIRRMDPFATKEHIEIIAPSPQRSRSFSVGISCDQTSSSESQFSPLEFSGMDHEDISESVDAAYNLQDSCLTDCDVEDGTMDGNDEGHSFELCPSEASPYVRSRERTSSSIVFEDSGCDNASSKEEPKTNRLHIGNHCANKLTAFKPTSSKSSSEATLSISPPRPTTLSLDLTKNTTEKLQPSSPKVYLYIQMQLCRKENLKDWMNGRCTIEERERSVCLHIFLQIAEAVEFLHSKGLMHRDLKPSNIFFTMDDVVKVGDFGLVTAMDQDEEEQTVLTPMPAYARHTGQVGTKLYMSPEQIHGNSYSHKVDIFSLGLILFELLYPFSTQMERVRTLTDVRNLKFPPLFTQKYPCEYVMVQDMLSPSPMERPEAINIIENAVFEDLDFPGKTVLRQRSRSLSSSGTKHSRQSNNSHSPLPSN
# TNF necrop inh = TNF-alpha cell death inhibition in Jurkat FADD-/- cells; Jurkat FADD-/- TNF necroptosis rescue, ATP luminescence, 24 h; 0 = TNF only, 100 = no-TNF cells; activation (protection from cell death), % at 10 µM; hit rate 0.068% among 220,000; AID 463075;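 active = activation, meaning protection from cell death, of at least 50% relative to plate controls; inactive = activation below 50%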;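 note: necroptosis triggered by 40 ng/mL TNF-alpha added together with compound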
# Runt-CBFb FRET = Runt domain-CBFb interaction inhibition | Q01196+Q13951 | Cerulean-Runt/Venus-CBFb FRET ratio 530/480, 1 h | inhibition, % at 20 µM | hit rate 0.46% among 220,000 | AID 1496;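 active = inhibition over about 50% at 20 µM in the single-dose screen, limit read from the data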;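 note: 0% = DMSO wells and 100% = excess unlabeled CBFb competitor control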
#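 System: Cerulean-labeled Runt domain protein | Quantity: 100 nM of each labeled protein | Schedule: 1 h compound exposure, room temperature | Detection: Fluorescence energy transfer, 422 nm excitation, 530/480 nm emission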
# RBBP9 inhibitor = inhibitors of human serine hydrolase RBBP9. inhibition, % at 7.94 µM. AID 1515. recombinant RBBP9, FP-Rh probe fluorescence polarization. O75884. hit rate 0.2% among 220,000;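 active = inhibition above the campaign mean of all tested compounds plus 3 SD, cut at about 14% in these data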;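 note: plate controls were DMSO wells with RBBP9 for no effect and wells lacking RBBP9 protein for full effect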
#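 Test system: recombinant human RBBP9; Timing: 30 min then 45 min, 25 °C; Detection: fluorescence polarization; Control set: RBBP9 with DMSO as uninhibited control, no-protein wells as full inhibition; Compound dosing: one concentration, 7.94 µM nominal, 0.794% DMSO; Probe or stimulus: FP-Rh activity-based probe, 375 nM before mixing.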
# Hck Nef HTS = inhibitors of human Hck kinase activated by Nef; inhibition, % at 20 µM; Recombinant Hck-YEEI plus Nef, Z-Lyte FRET kinase assay; P08631; hit rate 0.68% among 220,000;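 active = Hck-Nef kinase inhibition above about 50%, limit read from the data; inactive = inhibition below that limit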;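 note: 0% = DMSO with Hck plus Nef and 100% = Hck alone without Nef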
# * marks the source's active call; other numbers are inactive results; nt = no result given; + = active, no number. The list is partial; the hit share may differ from the screen's.
SMILES,EP2 mod,EP2 antag,Runt-SMMHC FRET,L929 necroptosis,PERK inh,TNF necrop inh,Runt-CBFb FRET,RBBP9 inhibitor,Hck Nef HTS
C=CCC(Nc1ccccc1)c1ccc(OC)c(OC)c1 (stereo not drawn),43,9,0,-0.3,-0.1,2.4,0,-3,24
COc1cccc(-c2noc(C3CCCN(C(=O)CC(C)(C)C)C3)n2)c1 (stereo not drawn),-19,5,1,2.4,-1.2,0.7,-3,-10,15
CNC(=S)N/N=C/c1cn(CCOc2ccc(OC)cc2)c2ccccc12,-6,10,2,0.6,0.3,-3.1,2,11,1
Cc1ccccc1-c1nc(S(=O)(=O)c2ccc(Cl)cc2)c(NCCN2CCOCC2)o1,20,6,-3,-0.9,-1.1,0.8,-2,-8,-24
COc1ccc(N2CCN(C(=O)CSc3ccccc3)CC2)cc1,11,4,3,-0.2,0.1,-0.9,3,-14,0
COc1ccc2c(CC(=O)NC3CCCc4ccccc43)coc2c1 (stereo not drawn),-12,7,0,0.9,0.8,0.8,3,-4,0
CCOC(=O)N1CCC(NC(=O)CSCc2nc(-c3sccc3C)oc2C)CC1,4,13,-1,0.8,0.2,-5.1,2,-2,2
CCCCN1C=CC(=C2N=c3cccc([N+](=O)[O-])c3=N2)C=C1,-8,5,7,-0.7,-0.2,1.2,-3,-7,5
COC(=O)c1sccc1S(=O)(=O)Nc1ccc(N2CCCCC2)cc1,-27,7,0,1.3,-1.2,2.7,10,0,13
COc1ccc(F)cc1S(=O)(=O)Nc1ccc2c(c1)OCO2,-5,10,2,1.1,0.1,-0.3,8,4,2
CC(C)Nc1nc(-c2ccccc2)nnc1-c1ccccc1,60,7,2,0.5,0.4,-0.1,0,5,4
Cc1ccc(NCN2C(=O)C3C4CCC(C4)C3C2=O)cc1 (stereo not drawn),25,13,-1,0.2,0.3,-6.1,0,-3,1
CCn1ccnc1CN1CCN(CC=C(C)C)C(CCO)C1 (stereo not drawn),-15,8,-1,-0.1,1.1,-0.3,0,5,-4
O=S(=O)(c1ccc(OCC(O)CNC23CC4CC(CC(C4)C2)C3)c(Cl)c1)N1CCOCC1 (stereo not drawn),-48,4,3,-0.1,-0.9,0.4,-2,-15,25
CCn1cc(C2N3CC4(C)CN2CC(C)(C3)C4=O)c2ccccc21 (stereo not drawn),9,10,-1,1.2,0.8,1.1,4,1,2
O=[N+]([O-])c1ccc(C[n+]2cccc3ccccc32)cc1,1,9,-21,1.2,0.4,1.0,-20,-3,-6
Nc1nncn1C(=O)c1c(Cl)cccc1Cl,2,7,-2,-1.1,0.3,-1.4,0,-9,-8
CC1=CC(C)C(C(=O)O)C(C(=O)N2CCN(C)CC2)C1 (stereo not drawn),14,6,-5,1.3,0.7,0.4,1,-2,22
CN(C)CCNC(C(=O)Nc1cccc(C(F)(F)F)c1)c1ccccc1 (stereo not drawn),20,6,-3,0.0,1.1,0.9,0,-3,1
Cc1ccccc1C(=O)NC(C)C(c1cccs1)N1CCOCC1 (stereo not drawn),11,12,0,0.4,0.7,0.2,-1,3,7
COc1ccccc1NC(=O)CSc1nc(O)cc(=O)n1C,7,7,0,1.0,1.0,-0.6,1,-8,12
Cc1ccc(NC(=O)CSc2nnc(CNC(=O)c3ccccc3F)o2)cc1,4,4,-4,4.3,0.5,0.0,2,2,4
COC(=O)CN(c1nc(C)cc(OC)n1)S(=O)(=O)c1ccc(C)cc1,29,19,-2,0.1,-0.3,-0.2,-2,-7,-4
Cc1cccc(-c2nnc(SCC3CNC(=O)O3)n2-c2ccc(Cl)cc2)c1 (stereo not drawn),8,7,1,-0.7,-1.0,0.0,30,-10,6
OCC1(CC2CCCCO2)CCN(Cc2nc3ccccc3[nH]2)CC1 (stereo not drawn),1,13,6,2.9,-1.1,0.8,0,-5,21

# Full records as entered above. Order of screens: EP2 mod | EP2 antag | Runt-SMMHC FRET | L929 necroptosis | PERK inh | TNF necrop inh | Runt-CBFb FRET | RBBP9 inhibitor | Hck Nef HTS
# `Nc1nncn1C(=O)c1c(Cl)cccc1Cl` is listed as 2 | 7 | -2 | -1.1 | 0.3 | -1.4 | 0 | -9 | -8
# `O=[N+]([O-])c1ccc(C[n+]2cccc3ccccc32)cc1` is listed as 1 | 9 | -21 | 1.2 | 0.4 | 1.0 | -20 | -3 | -6

# New compounds follow:
SMILES,EP2 mod,EP2 antag,Runt-SMMHC FRET,L929 necroptosis,PERK inh,TNF necrop inh,Runt-CBFb FRET,RBBP9 inhibitor,Hck Nef HTS
COc1ccc(C(=S)N2CCOCC2)cc1OC(=O)c1cccc([N+](=O)[O-])c1,-10,6,1,2.3,0.1,0.0,0,-5,21
CCn1cc(CNC(=O)c2ccc(Cl)c([N+](=O)[O-])c2)c(C)n1,1,5,1,0.7,1.4,-0.6,1,5,4
CCCn1nnc(NC(=S)NC(=O)/C=C/c2ccco2)n1,-10,9,0,0.2,1.3,1.4,10,-2,21
Cc1cnnn1-c1ccc(C(=O)CCl)cc1,32,10,-3,-0.3,-0.1,-3.7,0,-5,-1
O=C(CSCc1ccc([N+](=O)[O-])cc1)Nc1cccc(C(=O)Nc2ccccc2C(=O)O)c1,-22,8,0,0.2,0.2,-2.0,nt,-9,0
CCCc1cc(=O)oc2cc(C)c(CN3CCCC3)c(O)c12,26,nt,-19,1.4,0.5,2.7,-4,-6,2
CNC(=O)c1cccn1-c1ccsc1C(=O)OC,15,18,0,-0.1,1.1,-0.9,-3,-7,-1
O=C(NS(=O)(=O)c1ccc(Cl)cc1)c1ccccc1,-8,-1,-6,-0.6,0.0,-0.2,0,-8,-14
C=CCc1c(C)nc2c(C(=O)O)cnn2c1C,nt,2,2,0.1,-1.4,0.1,1,-5,0
Cc1ccccc1C(=O)NNC(=O)C12CC3CC(CC(C3)C1)C2,18,20,3,22,0.3,0.3,2,7,17
COc1ccc(OC)c(/C=N/NC(=O)c2ccc(N(C)S(=O)(=O)c3ccccc3)cc2)c1,-86,13,1,3.2,-0.5,0.1,0,-19,16
CC[C@H](C)[C@H](NC(N)=O)C(=O)Nc1ccccc1F,11,7,1,5.5,0.1,0.5,-3,-7,27
Cc1cc(C)c2oc(=O)cc(CN3CCN(Cc4ccc5c(c4)OCO5)CC3)c2c1,17,8,-1,-0.4,-1.6,0.8,-1,-14,0
O=C(COc1ccc(C(=S)N2CCOCC2)cc1Cl)Nc1ccccc1Cl,-18,4,9,6.0,0.7,1.1,38,-1,32
COc1ccc(-n2c(Cn3c(=O)sc4ccccc43)nnc2SCC(=O)N2CCCC2)cc1,7,9,0,-1.1,0.8,-0.3,1,-3,8
Cc1[nH]nc2c1-c1nc3ccccc3nc1C(C)(C)C2,45,8,8,5.6,-0.9,-2.4,-2,-4,18
O=C(N/N=C/c1cc(Br)ccc1O)c1ccccc1Cl,-53,10,3,3.6,0.8,0.9,2,-3,1
S=C(NCCN1CCOCC1)Nc1ccc(-c2nc3ccccc3[nH]2)cc1,-39,13,-1,4.3,1.0,1.1,0,3,14
COc1cccc(OC)c1C(=O)Nc1nc2cc3c(cc2s1)OCO3,-11,3,1,-0.7,-0.4,0.3,-2,-1,2
CC1=NNC(=O)/C1=C\c1cn(-c2ccccc2)nc1-c1cccs1,2,19,-11,nt,0.7,-26,5,-9,99*
Cc1ccc(CNC(=O)CNS(=O)(=O)c2cccc3nsnc23)cc1,21,6,1,-0.1,2.2,-1.0,3,-3,2
CC(C)CN(CC(C)C)C(=O)CCCC(=O)N(CC(C)C)CC(C)C,23,8,0,-1.3,-1.2,-2.2,-7,-9,-46
COc1ccc(CCNc2ccc(C(CC(N)=O)NC(=O)c3ccccc3)cc2[N+](=O)[O-])cc1 (stereo not drawn),-18,15,-7,0.5,nt,0.6,-10,nt,30
O=C(O)CN1C(=O)Nc2ccc(Br)cc2C1c1ccccc1 (stereo not drawn),23,8,-3,2.2,1.2,2.1,-1,-5,-2
COc1ccc(-c2nc(NC(=O)c3ccc(OCC(=O)Nc4ccc(F)cc4)c(OC)c3)sc2C)cc1,34,10,2,2.5,0.6,1.0,-3,2,10

# Hck Nef HTS: entries above that show a hit.
SMILES | EP2 mod | Runt-SMMHC FRET | PERK inh | Runt-CBFb FRET | RBBP9 inhibitor | Hck Nef HTS
CC1=NNC(=O)/C1=C\c1cn(-c2ccccc2)nc1-c1cccs1 | 2 | -11 | 0.7 | 5 | -9 | 99*

# Further records follow.
SMILES,EP2 mod,EP2 antag,Runt-SMMHC FRET,L929 necroptosis,PERK inh,TNF necrop inh,Runt-CBFb FRET,RBBP9 inhibitor,Hck Nef HTS
N#CCCn1cc(/C=C2\NC(=S)N(c3ccccc3)C2=O)c(-c2ccc(F)cc2)n1,-6,3,5,0.2,-0.4,-3.4,6,-5,1
CC(NCc1ccc2c(c1)OCO2)C(=O)NC1CCCCC1 (stereo not drawn),-29,10,-2,-0.1,0.3,-0.7,1,-6,12
S=C(Nc1ccc2nsnc2c1)N1CCCC1,6,16,-59,5.3,-1.6,1.2,1,-9,19
Cc1cccn2c(=O)c3cc(C#N)c(=O)n(CC4CCCO4)c3nc12 (stereo not drawn),9,10,60*,0.2,1.8,-3.4,22,8,+
Clc1ccccc1CSc1nnc(-c2ccncc2)o1,6,2,-2,-0.4,-0.4,4.0,0,-4,0
Cc1ccc(OCCNC(=O)C2CC(=O)N(c3ccc(C)cc3)C2)cc1 (stereo not drawn),-31,15,-6,-0.4,0.4,-1.4,-3,-6,-10
Cc1noc2ncnc(N3CCN(c4cccc(Cl)c4)CC3)c12,-63,4,2,1.1,0.5,-2.1,-4,-11,17
COc1ccccc1NC(=O)Cn1c(=O)n(CCc2c[nH]c3ccccc23)c(=O)c2cccnc21,-15,8,-6,nt,-0.7,-1.6,0,-8,-10
COC(=O)[C@@H]1C[C@@]2(O)[C@@H](O)[C@@H](O)[C@@H](O)C[C@H]2N1C/C=C/c1ccccc1,0,29,2,0.4,nt,0.3,7,nt,14
COc1cc([N+](=O)[O-])cc(/C=N/NC(=O)c2cncc(Br)c2)c1O,-8,15,-19,1.6,1.3,-12,-10,8,7
CC(C)Nc1nc(NC(C)C)nc(Oc2ccc(OCc3ccccc3)nn2)n1,-16,16,0,0.2,-2.6,-1.2,-4,-3,1
CC(=O)Nc1ccc(N=Nc2c(C)[nH]n(C(N)=S)c2=O)cc1,13,7,-6,2.0,0.6,-2.3,-5,-10,14
Nc1cc(N)nc(SCC(=O)c2ccccc2)n1,9,2,-3,0.8,0.4,-0.2,4,-8,-1
CCCCc1ccc(-c2csc(/C(C#N)=C\c3ccc(C)o3)n2)cc1,10,5,-10,0.0,2.1,0.3,-3,-7,4
Cc1ccc(C(=O)NC2CCS(=O)(=O)C2)cc1S(=O)(=O)N1CCCCCC1 (stereo not drawn),-52,2,2,1.0,0.2,1.2,1,3,17
CCOC(=O)C(NC(C)=O)(Nc1ccc(S(=O)(=O)Nc2nccs2)cc1)C(F)(F)F (stereo not drawn),31,6,2,0.2,1.9,-1.8,-2,-2,5
O=C(O)CN1CCc2ccccc2C1,10,7,-1,-0.9,1.6,1.1,0,10,18
CCSc1nnc(Cn2c(=O)sc3ccccc32)n1-c1ccccc1C,14,3,1,-0.7,-0.2,1.1,-2,2,-2

# Screening data (PubChem BioAssay)
